CHO parental Ca = ATP-evoked calcium signal inhibitors, parental CHO, primary screen, counter-screen for OX1R antagonist project, cell-based, fluorescence, Fluo-8 calcium dye; parental CHO-K1, ATP-induced calcium, Fluo-8 fluorescence; inhibition, % at 5.6 µM; 0.63% of 330,000 active;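 active = inhibition above that plate's mean sample inhibition plus 3 SD, cut at about 26% in these data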;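 note: 0% = ATP-challenged DMSO wells and 100% = DMSO wells without ATP; some compounds past the cut are filed as inactive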
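Measured by: calcium-sensitive Fluo-8 fluorescence / Test system: CHO parental line / Controls: ATP-challenged DMSO wells low, unchallenged DMSO wells high / Measure: % inhibition / Compound: single nominal dose of 5.6 µM per compound / Replicates: single well per compound, no replicates / Reagent: ATP as calcium-mobilizing challenge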
M1 antag = human M1 muscarinic receptor antagonists, primary screen, CHO-K1 cells, Fluo-8 calcium fluorescence, 1536-well; CHO-K1 hM1, ACh EC80 antagonist; inhibition, % at 3 µM; 1.3% of 360,000 active;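 active = percent inhibition above its own plate's cutoff, namely the mean of that plate's compound wells plus 3 SD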;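 note: peak over basal fluorescence ratio during 140 s after agonist addition; 0% = ACh EC80 plus DMSO and 100% = DMSO alone without agonist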
Target sequence (P11229 whole entry, looked up): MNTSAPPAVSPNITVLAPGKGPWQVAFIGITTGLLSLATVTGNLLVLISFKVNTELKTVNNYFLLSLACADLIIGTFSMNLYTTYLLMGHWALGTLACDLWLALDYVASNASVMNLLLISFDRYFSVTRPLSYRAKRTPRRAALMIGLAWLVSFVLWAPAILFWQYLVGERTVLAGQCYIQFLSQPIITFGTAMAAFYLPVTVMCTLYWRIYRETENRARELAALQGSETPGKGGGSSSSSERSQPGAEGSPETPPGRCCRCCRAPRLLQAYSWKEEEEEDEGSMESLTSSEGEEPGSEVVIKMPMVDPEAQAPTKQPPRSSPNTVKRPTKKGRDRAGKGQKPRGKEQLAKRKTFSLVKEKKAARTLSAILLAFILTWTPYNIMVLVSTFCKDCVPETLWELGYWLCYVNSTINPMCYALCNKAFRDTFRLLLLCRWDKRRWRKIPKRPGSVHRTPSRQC
CHRM1 PAM = human M1 muscarinic receptor positive allosteric modulators, primary screen, CHO-K1 cells, Fluo-8 calcium fluorescence, 1536-well; AID 588819, 2011; 0.088% of 360,000 active; activation, % at 3 µM; CHO-K1 hM1, ACh EC20; 0% = ACh EC20, 100% = maximal ACh; in the data active = activation above about 19%, passing the limit was not always enough
TAAR1 ag = human TAAR1 agonists, primary screen, Fluo-8 calcium fluorescence, CHO RD-HGA16 cells | AID 624467, 2012 | vehicle wells 0%, saturating PEA agonist 100% | activation, % at 3 µM | 0.99% of 360,000 active | Trace amine-associated receptor 1 (Homo sapiens), Q96RJ0;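 active = activation above the mean activation of all test compounds in the run plus 3 SD, cut at about 38% in these data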
Target sequence (Q96RJ0 whole entry, looked up): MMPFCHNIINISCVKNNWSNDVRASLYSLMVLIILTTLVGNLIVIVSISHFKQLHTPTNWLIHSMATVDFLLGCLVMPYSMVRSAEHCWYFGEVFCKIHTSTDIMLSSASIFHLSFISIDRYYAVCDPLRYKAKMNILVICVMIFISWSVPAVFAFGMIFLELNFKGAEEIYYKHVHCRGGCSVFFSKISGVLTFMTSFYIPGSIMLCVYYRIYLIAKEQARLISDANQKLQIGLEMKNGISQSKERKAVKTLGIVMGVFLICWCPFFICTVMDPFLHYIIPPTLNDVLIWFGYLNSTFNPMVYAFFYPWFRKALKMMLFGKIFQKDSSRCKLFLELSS
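Benchmarks: low control DMSO, high control PEA (EC100); System: CHO RD-HGA16 cells carrying human TAAR1 plus Gα16; Detection: Fluo-8 fluorescence, 5 s baseline then 140 s kinetic read; Schedule: 17-24 h plating, Fluo-8 75 min 37 °C, 30 min RT; Read-out basis: % activation from peak over basal fluorescence ratio, DMSO-to-PEA scaled.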
CHRM1 agonist = human M1 muscarinic receptor agonists, primary screen, Fluo-8 calcium fluorescence, CHO-K1 cells, HTS; CHO-K1 hM1, agonist mode; 0% DMSO, 100% acetylcholine EC100; activation, % at 3 µM; Muscarinic acetylcholine receptor M1 (Homo sapiens), P11229; 0.33% of 360,000 active;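 active = activation above the run's mean compound activation plus 3 SD, cut at about 16% in these data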;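 note: peak over basal fluorescence ratio within a 140 s kinetic read after compound addition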
CHO-K1 Ca antag = nonselective inhibitor or artifact in parental CHO-K1 cells; ATP-induced calcium, Fluo-8 fluorescence; inhibition, % at 3 µM; 0.6% of 360,000 active; AID 602250;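 active = inhibition above a per-plate cutoff, the plate's mean sample inhibition plus 3 SD, cut at about 24% in these data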;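 note: 0% = DMSO plus EC80 ATP and 100% = DMSO alone without ATP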
TAAR1 antag = human TAAR1 antagonists, primary screen, Fluo-8 calcium fluorescence, CHO RD-HGA16 cells; antagonist; 1.5% of 360,000 active; inhibition, % at 3 µM; AID 624466, 2012; Trace amine-associated receptor 1 (Homo sapiens), Q96RJ0;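 active = inhibition above a per-plate cutoff, the mean inhibition of test compounds on that plate plus 3 SD, cut at about 49% in these data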;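 note: 0% = DMSO plus EC80 beta-PEA response and 100% = DMSO alone without agonist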
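Test system: RD-HGA16 CHO cells with stable hTAAR1 and Gα16 / Probe or stimulus: EC80 β-phenethylamine stimulus / Times: seeding 17-24 h prior, 75-min 37 °C, 30-min RT dye loading / Detection: Fluo-8 calcium-sensitive fluorescence / Read-out basis: % inhibition scaled between DMSO and EC80 PEA controls / Repeats: singlicate, one well per test compound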
M1 PAM parental = nonselective calcium activators in parental CHO-K1 cells, primary screen, counter-screen for M1 PAM project, cell-based, Fluo-8 calcium fluorescence, full deck, 1536-well; ATP EC20; 0% at ATP EC20, 100% at ATP max; 0.02% of 360,000 active; activation, % at 3 µM; AID 602247, 2012;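 active = activation above the run cutoff, the mean activation of all test compounds plus 3 SD, cut at about 40% in these data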;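 note: peak over basal fluorescence ratio in a 140 s read after ATP addition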
CHO-K1 Ca ag = counter-screen for M1 agonists: effect in parental CHO-K1 cells; Fluo-8 calcium fluorescence; scaled to maximal ATP response, vehicle zero; activation, % at 3 µM; 0.48% of 360,000 active; in the data active = activation above about 15%;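 note: untransfected CHO-K1 host cells lacking M1 receptor as counterscreen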
The depositor's hits bear a star.

Results for O=C(/C=C/c1ccccc1)Oc1coc(CSc2ncccn2)cc1=O ?
CHO parental Ca: -13; M1 antag: -20; CHRM1 PAM: 13; TAAR1 ag: 3; CHRM1 agonist: -3; CHO-K1 Ca antag: -13; TAAR1 antag: -19; M1 PAM parental: 19; CHO-K1 Ca ag: 1.3

What do the screens show for `O=C(Nc1ccc(N2CCOCC2)cc1)NC1CCCCC1`?
CHO parental Ca: -19; M1 antag: -5; CHRM1 PAM: 5; TAAR1 ag: 5; CHRM1 agonist: -2; CHO-K1 Ca antag: -26; TAAR1 antag: -2; M1 PAM parental: 2; CHO-K1 Ca ag: 0.3

What do the screens show for `CN1CCN(C(=O)c2cc(-c3cccc(Cl)c3)on2)CC1`?
CHO parental Ca: -10; M1 antag: -8; CHRM1 PAM: 10; TAAR1 ag: 16; CHRM1 agonist: -6; CHO-K1 Ca antag: -7; TAAR1 antag: 6; M1 PAM parental: 2; CHO-K1 Ca ag: 0.3

How did C#CCNC(=O)C1=C[C@@H](c2ccc(C(F)(F)F)cc2)C[C@@H](OCCCCO)O1 do in these assays?
CHO parental Ca: -16; M1 antag: -8; CHRM1 PAM: 6; TAAR1 ag: -1; CHRM1 agonist: -6; CHO-K1 Ca antag: -3; TAAR1 antag: -13; M1 PAM parental: 9; CHO-K1 Ca ag: -0.1

What do the screens show for `COc1ccc2[nH]c(=O)c(CN(Cc3cccs3)Cc3nnnn3C(C)(C)C)cc2c1`?
CHO parental Ca: -38; M1 antag: 4; CHRM1 PAM: 9; TAAR1 ag: 18; CHRM1 agonist: 7; CHO-K1 Ca antag: -7; TAAR1 antag: 40; M1 PAM parental: -8; CHO-K1 Ca ag: 2.0

Results for COc1ccc(CNn2cnnc2)c(O)c1 ?
CHO parental Ca: 1; M1 antag: -22; CHRM1 PAM: 8; TAAR1 ag: -1; CHRM1 agonist: -2; CHO-K1 Ca antag: -5; TAAR1 antag: 9; M1 PAM parental: 4; CHO-K1 Ca ag: -0.2

How did CCC1(CC)Cc2ccccc2-c2nc(NN)[nH]c(=O)c21 do in these assays?
CHO parental Ca: 3; M1 antag: 4; CHRM1 PAM: -3; TAAR1 ag: -2; CHRM1 agonist: -3; CHO-K1 Ca antag: -7; TAAR1 antag: -7; M1 PAM parental: 7; CHO-K1 Ca ag: 0.2

How did O=C(CSc1nnc(-c2cccnc2)n1Cc1ccco1)NCc1ccc2c(c1)OCO2 do in these assays?
CHO parental Ca: -17; M1 antag: -12; CHRM1 PAM: 14; TAAR1 ag: 0; CHRM1 agonist: -7; CHO-K1 Ca antag: -11; TAAR1 antag: 11; M1 PAM parental: 21; CHO-K1 Ca ag: 0.6

How did Cc1cccc(NC(=S)NCc2ccc(F)cc2)c1C do in these assays?
CHO parental Ca: -17; M1 antag: -9; CHRM1 PAM: 16; TAAR1 ag: 1; CHRM1 agonist: -3; CHO-K1 Ca antag: 1; TAAR1 antag: 3; M1 PAM parental: 1; CHO-K1 Ca ag: 0.9

How did O=C(CC1(O)C(=O)N(Cc2ccccc2Cl)c2ccccc21)c1ccco1 (stereo not drawn) do in these assays?
CHO parental Ca: -27; M1 antag: -12; CHRM1 PAM: 12; TAAR1 ag: 0; CHRM1 agonist: -2; CHO-K1 Ca antag: -13; TAAR1 antag: 0; M1 PAM parental: 18; CHO-K1 Ca ag: 1.1

How did O=C(NCc1ccc(F)cc1)C1CCC(CNc2c(N3CCCCC3)c(=O)c2=O)CC1 (stereo not drawn) do in these assays?
CHO parental Ca: -6; M1 antag: -11; CHRM1 PAM: 12; TAAR1 ag: 0; CHRM1 agonist: -2; CHO-K1 Ca antag: -8; TAAR1 antag: 9; M1 PAM parental: 8; CHO-K1 Ca ag: 0.4

Results for COc1ccc(/C=C/C(=O)NCC(=O)N=Nc2c(O)[nH]c3ccc([N+](=O)[O-])cc23)cc1 ?
CHO parental Ca: -4; M1 antag: -9; CHRM1 PAM: 7; TAAR1 ag: 2; CHRM1 agonist: 4; CHO-K1 Ca antag: -12; TAAR1 antag: -1; M1 PAM parental: -7; CHO-K1 Ca ag: 0.4

Results for CN=C1S/C(=C\c2cc(C)n(-c3ccccc3F)c2C)C(=O)N1C ?
CHO parental Ca: -7; M1 antag: -8; CHRM1 PAM: 0; TAAR1 ag: 2; CHRM1 agonist: -5; CHO-K1 Ca antag: -11; TAAR1 antag: 6; M1 PAM parental: 1; CHO-K1 Ca ag: 2.2

What do the screens show for `COc1ccc(C2CN=NC2C(=O)c2ccccc2)cc1` (stereo not drawn)?
M1 antag: -12; CHRM1 PAM: 9; TAAR1 ag: 0; CHRM1 agonist: -1; CHO-K1 Ca antag: -11; TAAR1 antag: 5; M1 PAM parental: -4; CHO-K1 Ca ag: -0.1

What do the screens show for `Cc1cn(S(=O)(=O)c2ccc(Cl)cc2)c(C)n1`?
CHO parental Ca: -7; M1 antag: -3; CHRM1 PAM: 4; TAAR1 ag: 0; CHRM1 agonist: -16; CHO-K1 Ca antag: -8; TAAR1 antag: 5; M1 PAM parental: 5; CHO-K1 Ca ag: -0.2

What do the screens show for `CCOC(=O)COc1ccc(S(=O)(=O)N2CCN(c3ccc(OC)cc3)CC2)cc1`?
CHO parental Ca: -14; M1 antag: 3; CHRM1 PAM: -11; TAAR1 ag: 5; CHRM1 agonist: -5; CHO-K1 Ca antag: 3; TAAR1 antag: 3; M1 PAM parental: -15; CHO-K1 Ca ag: 5.1

How did COc1ccc(OC)c(-c2nnc3n2N=C(c2ccc(OC(F)F)c(OCC4CC4)c2)CS3)c1 do in these assays?
CHO parental Ca: 6; M1 antag: 40*; CHRM1 PAM: -30; TAAR1 ag: 0; CHRM1 agonist: -10; CHO-K1 Ca antag: -14; TAAR1 antag: 25; M1 PAM parental: 2; CHO-K1 Ca ag: -0.1

How did O=C(Cn1ncc2c(=O)oc3ccccc3c21)NCCCN1CCCC1=O do in these assays?
CHO parental Ca: -8; M1 antag: -8; CHRM1 PAM: 3; TAAR1 ag: 0; CHRM1 agonist: -2; CHO-K1 Ca antag: 7; TAAR1 antag: -4; M1 PAM parental: 7; CHO-K1 Ca ag: -0.6

What do the screens show for `CC(C)(C)N(Cc1ccccc1)C(=O)COC(=O)CNC(=O)c1ccco1`?
CHO parental Ca: -1; M1 antag: 8; CHRM1 PAM: 1; TAAR1 ag: 0; CHRM1 agonist: -1; CHO-K1 Ca antag: 5; TAAR1 antag: -13; M1 PAM parental: -13; CHO-K1 Ca ag: 0.2

Results for COCCCN1CC(=O)N2C(c3ccc(OC)c(OC)c3)c3[nH]c4ccccc4c3C[C@H]2C1=O (stereo partly drawn) ?
CHO parental Ca: -26; M1 antag: -1; CHRM1 PAM: 1; TAAR1 ag: 8; CHRM1 agonist: -3; CHO-K1 Ca antag: -4; TAAR1 antag: -3; M1 PAM parental: -3; CHO-K1 Ca ag: 0.2

Entries from the list above containing a Cl atom:
What do the screens show for `CN1CCN(C(=O)c2cc(-c3cccc(Cl)c3)on2)CC1`?
CHO parental Ca: -10; M1 antag: -8; CHRM1 PAM: 10; TAAR1 ag: 16; CHRM1 agonist: -6; CHO-K1 Ca antag: -7; TAAR1 antag: 6; M1 PAM parental: 2; CHO-K1 Ca ag: 0.3

How did O=C(CC1(O)C(=O)N(Cc2ccccc2Cl)c2ccccc21)c1ccco1 (stereo not drawn) do in these assays?
CHO parental Ca: -27; M1 antag: -12; CHRM1 PAM: 12; TAAR1 ag: 0; CHRM1 agonist: -2; CHO-K1 Ca antag: -13; TAAR1 antag: 0; M1 PAM parental: 18; CHO-K1 Ca ag: 1.1

What do the screens show for `Cc1cn(S(=O)(=O)c2ccc(Cl)cc2)c(C)n1`?
CHO parental Ca: -7; M1 antag: -3; CHRM1 PAM: 4; TAAR1 ag: 0; CHRM1 agonist: -16; CHO-K1 Ca antag: -8; TAAR1 antag: 5; M1 PAM parental: 5; CHO-K1 Ca ag: -0.2

Two successive compounds already listed:
Results for O=C(/C=C/c1ccccc1)Oc1coc(CSc2ncccn2)cc1=O ?
CHO parental Ca: -13; M1 antag: -20; CHRM1 PAM: 13; TAAR1 ag: 3; CHRM1 agonist: -3; CHO-K1 Ca antag: -13; TAAR1 antag: -19; M1 PAM parental: 19; CHO-K1 Ca ag: 1.3

What do the screens show for `O=C(Nc1ccc(N2CCOCC2)cc1)NC1CCCCC1`?
CHO parental Ca: -19; M1 antag: -5; CHRM1 PAM: 5; TAAR1 ag: 5; CHRM1 agonist: -2; CHO-K1 Ca antag: -26; TAAR1 antag: -2; M1 PAM parental: 2; CHO-K1 Ca ag: 0.3

The list goes on.
Results for CCN(C(=O)CSc1ccc2c(c1)OCCO2)C1CCS(=O)(=O)C1 (stereo not drawn) ?
CHO parental Ca: -14; M1 antag: -12; CHRM1 PAM: 8; TAAR1 ag: 4; CHRM1 agonist: -4; CHO-K1 Ca antag: -1; TAAR1 antag: -17; M1 PAM parental: 10; CHO-K1 Ca ag: 0.3

How did O=C(CNC(=O)Cn1ccc2ccccc2c1=O)NCCCN1CCN(c2cccc(Cl)c2)CC1 do in these assays?
CHO parental Ca: -27; M1 antag: -3; CHRM1 PAM: 5; TAAR1 ag: 0; CHRM1 agonist: -3; CHO-K1 Ca antag: -7; TAAR1 antag: -11; M1 PAM parental: 17; CHO-K1 Ca ag: 0.0

What do the screens show for `CCc1nc2ccc(C(=O)NCCc3ccccn3)cn2c1N(CC)Cc1cccc(Br)c1`?
M1 antag: 7; CHRM1 PAM: -15; TAAR1 ag: -1; CHRM1 agonist: -5; CHO-K1 Ca antag: -7; TAAR1 antag: 13; M1 PAM parental: 23; CHO-K1 Ca ag: 4.3

What do the screens show for `CC(Sc1ncnc2sccc12)C(=O)Nc1ccc(C(N)=O)cc1` (stereo not drawn)?
CHO parental Ca: -2; M1 antag: -1; CHRM1 PAM: 3; TAAR1 ag: 12; CHRM1 agonist: -2; CHO-K1 Ca antag: -14; TAAR1 antag: 6; M1 PAM parental: 13; CHO-K1 Ca ag: 1.8

Results for CNC(=S)NCC(O)c1ccc([N+](=O)[O-])cc1 (stereo not drawn) ?
CHO parental Ca: 3; M1 antag: -5; CHRM1 PAM: 7; TAAR1 ag: 5; CHRM1 agonist: 0; CHO-K1 Ca antag: -5; TAAR1 antag: 9; M1 PAM parental: 2; CHO-K1 Ca ag: 0.1
